Screening results from PubChem BioAssay.
KCNK3 block = human KCNK3 channel inhibitors, primary screen, CHO cells, FluxOR thallium flux, B-score | Potassium channel subfamily K member 3 (Homo sapiens), O14649 | FluxOR fluorescence; active compounds read low | B-score at 10 µM | actives 0.84% (n = 340,000) | AID 602410, 2012;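 active means B-score under library mean minus 4 SD, starting fluorescence ratio at most library mean plus 5 SD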;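 further: more negative B-score means stronger inhibition of thallium flux through KCNK3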
KCNK9 inh = KCNK9 potassium channel inhibitors, primary screen, HEK293 cells, thallium flux. actives 1.2% (n = 310,000). AID 488922, 2010. B-score at 10 µM. FluxOR thallium flux fluorescence; active compounds read low. Potassium channel subfamily K member 9 (Homo sapiens), Q9NPC2;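 active means ratio B-score over 3 SD below the library mean, with starting fluorescence within 5 SD of its mean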;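 further: negative B-score means less thallium flux so channel inhibition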
TRPC4 PAM = positive allosteric modulators of TRPC4, primary screen, cell-based, mouse TRPC4beta, HEK293 mu-opioid, Fluo-4 calcium; Short transient receptor potential channel 4 (Mus musculus), Q9QUQ5; DAMGO EC20, Fluo-4 Ca2+ flux; active compounds read high; B-score at 10 µM; actives 0.42% (n = 310,000);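 active means B-score of calcium response area above 5 SD of library B-scores, with initial fluorescence ratio within 5 SD of library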;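 further: B-score of integrated fluorescence ratio over time as area under calcium response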
Target sequence (Q9QUQ5 whole entry, looked up): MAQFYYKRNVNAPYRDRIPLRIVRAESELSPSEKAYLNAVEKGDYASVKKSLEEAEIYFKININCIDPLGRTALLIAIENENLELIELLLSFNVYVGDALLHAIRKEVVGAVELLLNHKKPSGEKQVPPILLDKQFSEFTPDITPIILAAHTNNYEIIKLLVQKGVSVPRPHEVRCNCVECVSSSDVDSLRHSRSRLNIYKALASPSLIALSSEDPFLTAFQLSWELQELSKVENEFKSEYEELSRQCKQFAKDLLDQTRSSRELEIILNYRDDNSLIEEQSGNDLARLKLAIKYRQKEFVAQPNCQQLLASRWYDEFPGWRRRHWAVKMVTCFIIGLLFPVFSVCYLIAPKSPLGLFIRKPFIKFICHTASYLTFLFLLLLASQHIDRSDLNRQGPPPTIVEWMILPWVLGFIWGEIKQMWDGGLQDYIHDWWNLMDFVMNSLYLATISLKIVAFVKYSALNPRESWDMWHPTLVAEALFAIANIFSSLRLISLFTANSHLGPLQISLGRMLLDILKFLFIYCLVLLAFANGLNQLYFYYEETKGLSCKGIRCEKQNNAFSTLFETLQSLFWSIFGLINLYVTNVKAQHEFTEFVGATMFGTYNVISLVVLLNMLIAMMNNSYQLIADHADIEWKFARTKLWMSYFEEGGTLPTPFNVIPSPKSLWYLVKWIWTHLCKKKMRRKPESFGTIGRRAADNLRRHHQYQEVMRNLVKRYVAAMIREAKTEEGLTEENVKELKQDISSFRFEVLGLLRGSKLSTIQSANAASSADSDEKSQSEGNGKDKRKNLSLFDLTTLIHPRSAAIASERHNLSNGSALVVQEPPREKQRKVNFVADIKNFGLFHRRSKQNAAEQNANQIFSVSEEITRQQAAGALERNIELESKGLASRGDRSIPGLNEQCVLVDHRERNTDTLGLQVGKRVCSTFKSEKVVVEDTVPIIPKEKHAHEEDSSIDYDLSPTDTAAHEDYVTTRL
ANO1 block = TMEM16A chloride channel inhibitors, primary screen, cell-based, HTS | Anoctamin-1 (Mus musculus), Q8BHY3 | HEK293 TMEM16A/YFP iodide influx fluorescence, ionomycin | normalized B-score (activity score, 25-100; higher = stronger inhibition) at 10 µM | actives 1.2% (n = 310,000) | AID 588511, 2011;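 active means ratio plate-corrected score three or more library SD toward inhibition, starting fluorescence score within five deviations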;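 further: score derived from kinetic fluorescence span divided by baseline fluorescence per well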
HDAC3 inhib = HDAC3 deacetylase inhibitors, primary screen, biochemical, fluorescence, cell-free homogeneous; Histone deacetylase 3 (Homo sapiens), O15379; recombinant HDAC3, fluorogenic peptide/trypsin coupled; inhibition, % at 8.3 µM; actives 0.15% (n = 320,000); AID 2718, 2010; in the data active means inhibition above about 26%, passing the limit was not always enough
KCNQ1 inh = inhibitors of human KCNQ1 channel, primary screen, cell-based, thallium flux, high-throughput | CHO-K1 KCNQ1, FluxOR thallium flux fluorescence; active compounds read high | Potassium voltage-gated channel subfamily KQT member 1 (Homo sapiens), P51787 | AID 2642, 2010 | actives 1.3% (n = 310,000) | B-score at 10 µM;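 active means compounds whose thallium flux B-score, printed positive for inhibition, exceeds three library SD while starting fluorescence stays within three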;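 further: channel opened by potassium depolarization with thallium stimulus after 20 min compound exposure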
ANO1 activ = TMEM16A chloride channel activators or potentiators, primary screen, cell-based, HTS; HEK293 TMEM16A/YFP-H148Q/I152L, iodide quench fluorescence; active compounds read low; B-score at 10 µM; actives 0.3% (n = 340,000); AID 623877, 2012;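 active means fluorescence-ratio B-score plate-corrected deviation score at least 3 library SD below zero, with starting fluorescence score within 5 deviations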;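 further: channel opened by trigger with iodide after compound preincubation; score built on the fluorescence ratio of max minus min over baseline; more negative score means more quench and so TMEM16A activation or potentiation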
TRPC4 act = activators of mouse TRPC4 channel, primary screen, Fluo4 calcium, HEK293 TRPC4beta/mu-opioid cells | Fluo4 calcium fluorescence; active compounds read high | B-score at 10 µM | actives 0.49% (n = 310,000) | AID 2237, 2010;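 active means B-score above 5 SD of library B-scores, and initial fluorescence ratio not above library mean plus 5 SD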;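 further: positive B-score marks a calcium rise read as TRPC4 activation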
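Assay system: HEK293 stable line with TRPC4beta plus mu-opioid receptor; schedule: 45 min room-temperature Fluo4 loading, 110 s read; technique: kinetic Fluo4 calcium fluorescence; evaluation: integrated baseline-normalised fluorescence ratio, converted to per-well B score; controls: buffer (low) and maximal DAMGO (high)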
DYRK1A inh = rat Dyrk1A kinase inhibitors, primary screen, biochemical, single point, plate reader; Dual specificity tyrosine-phosphorylation-regulated kinase 1A (Rattus norvegicus), Q63470; ADP-Glo luminescence, NFATc1 peptide; inhibition, % at 12.5 µM; actives 0.43% (n = 310,000); in the data active means inhibition above about 50%;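 further: plate controls were vehicle with enzyme for no effect and no enzyme for full effect; many of its hits are not listed in these tables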
hERG protect = hERG rescue from dofetilide block, primary screen, cell-based, CHO-hERG, FluxOR thallium flux, dofetilide IC70. dofetilide IC70 present. actives 0.51% (n = 310,000). activation (rescue from dofetilide block), less the hit threshold, % at 10 µM. Voltage-gated inwardly rectifying potassium channel KCNH2 (Homo sapiens), Q12809;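 active means activation above the mean of controls blocked by dofetilide plus 5 SD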;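 further: thallium influx through hERG after potassium depolarization seen as dye fluorescence rise; in these data hits start at about 4.7%; inactives centre near -7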
KCNQ1 pot = potentiators or activators of KCNQ1 channel, primary screen, cell-based, thallium flux, high-throughput; CHO-K1 KCNQ1, thallium flux FluxOR fluorescence; active compounds read high; B-score at 10 µM; actives 0.35% (n = 310,000);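 active means fluorescence ratio B-score, a plate-corrected score, at least three library SD, with initial intensity B-score within 5 SD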
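assay system = KCNQ1-transfected CHO-K1 cells | medium = assay buffer with matched DMSO | probe or stimulus = depolarizing K+/Tl+ stimulus, K2SO4 and Tl2SO4 each 12.5 mM in 5x stock | dosing = single dose | incubation = dye 90 min, compound 20 min, room temperature | detection = kinetic FluxOR fluorescence, 10 s baseline plus 110 s post-stimulus | evaluation = ratio B score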
An asterisk follows results filed as active; i = inactive; · = not tested or not shown; & = joins results of further samples. Only part of the results is shown; count on the stated rates, not on these rows.

SMILES,KCNK3 block,KCNK9 inh,TRPC4 PAM,ANO1 block,HDAC3 inhib,KCNQ1 inh,ANO1 activ,TRPC4 act,DYRK1A inh,hERG protect,KCNQ1 pot
CC1CCc2c(sc(NC(=O)C3c4ccccc4Oc4ccccc43)c2C(N)=O)C1 (stereo not drawn),i,i,i,i,3,i,i,i,2,0,i
O=C(c1ccc(NC(=S)NCc2ccco2)cc1)N1CCOCC1,i,i,i,i,-1,i,i,i,-5,-4,i
CC(=O)Cc1nsc(Nc2ccc(C)cc2)n1,i,i,i,i,2,i,i,i,1,-19,i
Cc1ccc(S(=O)(=O)Nc2cccc(C(=O)NCCCn3ccnc3)c2)cc1F,i,i,i,i,-1,i,i,i,11,-18,i
COc1ccccc1NS(=O)(=O)c1cc(NC(=O)/C=C/c2cccs2)ccc1N1CCOCC1,i,i,i,i,2,i,i,i,-1,-10,i
CCOC(=O)C(=O)Nc1ccccc1C#N,i,i,i,i,-19,i,i,i,7,-4,i
CC(=O)Nc1ccc(NS(=O)(=O)C(F)(F)F)cc1,i,i,i,i,-3,i,i,i,-3,-10,i
CCOC(=O)c1ccc(Nc2cc(C)nc3ncnn23)cc1,i,i,i,i,7,i,i,i,3,-9,i
Cc1ccc(C(=O)Nc2ccc3c(c2)OCO3)cc1S(=O)(=O)N1CCOCC1,i,i,i,i,-2,i,i,i,1,-12,i
COc1cc2c(cc1OC)C(c1ccc(-c3ccccc3Cl)o1)=NCC2,-12*,i,i,i,0,12*,i,i,18,-31,i
COc1ccc(CNC(=O)c2cc3c(s2)CS(=O)C3)cc1 (stereo not drawn),i,i,i,i,4,i,i,i,2,-7,i
CC(SCc1ccccc1)C(=O)N/N=C/c1cccs1 (stereo not drawn),i,i,i,i,2,i,i,i,-1,-3,i
O=C(NCCc1ccccn1)C1CCN(S(=O)(=O)c2ccc(Cl)cc2)CC1,i,i,i,i,5,i,i,i,·,-6,i
CC(=O)Nc1ccc(NC(=S)Nc2ccc(F)cc2)cc1,i,i,i,i,2,i,i,i,-16,-1,i
COC(=O)c1cc(CSc2nc3ccccc3[nH]2)oc1C,i,i,i,25*,6,i,i,i,1,-2,i
CCn1c(SCC(=O)N=Nc2c(O)[nH]c3ccccc23)nc2ccccc21,i,i,i,i,1,i,i,i,2,-10,i
Cc1ccc(S(=O)(=O)N(C)CC(=O)OCc2nnc(-c3ccccc3)o2)cc1,i,i,i,i,-1,i,·,i,0,-8,i
CCn1c(CCc2ccccc2)n[nH]c1=S,i,i,i,i,-4,i,i,i,1,-6,i
CCN(CCCNC(=O)CCNC(=O)Cn1ccc2ccccc2c1=O)c1ccccc1,i,i,i,·,·,i,i,i,2,-4,i
O=C(Nc1cccnc1)/C(N=Nc1cccnc1)=C(\O)c1ccccc1,i,i,i,i,·,i,i,i,-3,-8,i
CCc1cc(C(=O)Cc2nc3ccccc3s2)c(O)cc1OCC(=O)O,i,i,i,i,0,i,i,i,3,-8,i
Cc1ccccc1NS(=O)(=O)c1cc(C(=O)Nc2cccnc2)ccc1C,i,i,i,i,-3,i,i,i,-5,-8,i
CCCn1c2c(c(O)c(C(=O)Nc3ccc(OC)cc3)c1=O)CCCC2,i,i,i,i,-3,7*,i,i,2,-8,i
Cc1sc(NC(=O)c2ccc(Br)s2)c(C(N)=O)c1C,i,i,i,i,8,i,i,i,-10,-4,i
COC(=O)C1=C[C@@H](C(=O)OC)[C@@H]2C3=C(C(=O)[C@@]2(C)NC(=O)c2ccccc2)[C@H](C)n2c(=O)n(C)c(=O)n2[C@@H]3C1,i,i,i,i,2,i,i,i,3,-10,i
Cc1ccc(-c2nn(CC(=O)O)c(=O)c3ccccc23)cc1,i,i,i,i,-3,i,i,i,0,-4,i
Cc1c(C(C)(C)O)[nH]c2ccc(C(F)(F)F)cc12,i,i,i,i,10,i,i,i,12,-5,i
CCCc1nnc(SCC(=O)N2CCCCC2)n1CC1CCCO1 (stereo not drawn),i,i,i,i,-1,i,i,i,-2,-7,i
CSC1=NSC2=NC(=O)/C(=C/c3coc4ccc(O)cc4c3=O)C(=N)N12,i,i,i,i,-8,9*,i,i,87*,-47,i
CCCc1cc(=O)oc2cc(OC(C)C(=O)NCc3ccccn3)c(Cl)cc12 (stereo not drawn),i,i,i,i,-11,i,i,i,1,-12,i
CN1C(c2ccccc2)CCOS1(=O)=O (stereo not drawn),i,i,i,i,-12,i,i,i,-1,-7,i
COc1ccccc1CN1CC(=O)N2CSC[C@H]2C1=O,i,i,i,i,3,i,i,i,·,-4,i
CCCOc1ccc(NC(=O)C2CC(=O)N/C(=N/N=C(\C)CCc3ccc4c(c3)OCO4)S2)cc1 (stereo not drawn),i,i,i,i,-1,i,i,i,-7,-2,i
COc1ccc(OC)c(NC(=O)c2cnn(-c3ccccc3Cl)c2NC(=O)c2ccco2)c1,i,i,i,i,·,i,i,i,1,1,i
Cc1cc(-c2ccccc2)nc2[nH]n(-c3ccccc3)c(=O)c12,i,i,i,i,3,i,i,i,-3,-11,i
NS(=O)(=O)c1cc2c(cc1Cl)NCNS2(=O)=O,i,i,i,i,·,i,i,i,-8,-7,i
CN1C2CCC1CC(OC(=O)c1c[nH]c3ccccc13)C2 (stereo not drawn),i,i,i,i,-3&5,i,i,i,-3&7,-3,i
CN1CCN(c2ncccc2S(=O)(=O)N2CCCCC2)CC1,i,i,i,i,3,i,i,i,5,-5,i
Cc1cccc(C(=O)NCC(=O)N2CCN(S(=O)(=O)c3ccccc3)CC2)c1,i,i,i,i,-2,i,i,i,-6,-15,i
CCOc1ccccc1CN1CCN(Cc2ccc3cccc(OC)c3n2)CC1CCO (stereo not drawn),i,i,i,i,0,i,i,i,2,-5,i
Cc1cc(NC(=O)C2COc3ccccc3O2)no1 (stereo not drawn),i,i,i,i,0,i,i,i,3,-10,i
Cc1ccccc1Nc1nc(N)nc(COc2ccc(C#N)cc2)n1,i,i,i,i,3,i,i,i,10,0,i
CN1CCN(C(=S)c2cn(Cc3cccc(F)c3)c3ccccc23)CC1,i,i,i,i,1,i,i,i,8,-8,i
COc1ccc(NC(=O)c2cc([N+](=O)[O-])ccc2N2CCN(C)CC2)cc1,i,i,i,i,9,i,i,i,1,-5,i
Cc1ccc(CN(c2ccc(C(=O)NCc3ccc4c(c3)OCO4)cc2)S(C)(=O)=O)cc1,i,i,i,i,-1,i,i,i,-4,-7,i
CC1=C(C(=O)Nc2ccccc2F)C(c2cccs2)NC(=S)N1 (stereo not drawn),i,i,i,i,-2,i,i,i,3,-6,i
N/C(=N\OC(=O)c1ccoc1)c1ccc(Br)cc1,i,i,i,i,-4,i,i,i,-4,1,i
Cc1cc(C(F)(F)F)n2ncc(-c3ccccc3)c2n1,i,i,i,i,1,i,i,i,-1,-1,i
Cc1ccc(N/C=C2\CCCCC2=O)c(C)c1,i,i,i,i,7,i,i,i,-3,-10,i
Cc1cc(=O)oc2cc(OC(C)C(=O)Nc3ccc(N4CCOCC4)cc3)ccc12 (stereo not drawn),i,i,i,i,9,i,i,i,5,-4,i
CCOC(=O)N1CCN(S(=O)(=O)N2CCCC(C(=O)NCCc3ccccc3)C2)CC1 (stereo not drawn),i,i,i,i,-3,i,i,i,·,-4,i
O=C(CCSc1ccc(Cl)cc1)N1CCOCC1,i,i,i,i,0,i,i,i,6,-10,i
COCCn1c(Cc2ccccc2)nnc1SCC(=O)N1CCCCC1C (stereo not drawn),i,i,i,i,9,i,i,i,-5,-10,i
CCNC(=S)NNC(=O)c1cccnc1,i,i,i,i,-3,i,i,i,-1,-3,i
O=C(Nc1ncccn1)C1CCCCC1,i,i,i,i,-13,i,i,i,-6,2,i
O=S(=O)(c1ccc(F)cc1)N(CCO)CC(O)Cn1c2ccccc2c2ccccc21 (stereo not drawn),i,i,i,i,-4,i,i,i,15,-7,i
O=c1[nH]cc(S(=O)(=O)N2CCN(c3cccc(C(F)(F)F)c3)CC2)c(=O)[nH]1,i,i,i,i,-5,i,i,i,9,-19,i
CC(=O)NC1CCN(C(=O)N2CCCC2)CC1,i,i,i,i,·,i,i,i,-1,-11,i
COc1ccc(CN2CCCC(C(=O)N3CCCC3)C2)cc1 (stereo not drawn),i,i,i,i,-1,i,i,i,2,-8,i
O=C(Nc1cc2c(cc1Cl)OCCO2)c1ccco1,i,i,i,i,5,i,i,i,4,-1,i
